# RmlCD inh 1536 = inhibitors of Mycobacterium tuberculosis RmlC and RmlD coupled enzymes. RmlC+RmlD coupled enzyme assay, percent inhibition; primary screen in compound mixtures. P9WH09+P9WH11. AID 1533. 0.03% of 160,000 active. inhibition, % at 3.6 µM; in the data active means inhibition mostly above about 34%, no sharp cut-off; inconclusive means no clear call, values can overlap the other calls; inactive means mostly below about 22%; further: some results filed as inactive read as strong as hits
# Target sequence (P9WH09 whole entry, looked up): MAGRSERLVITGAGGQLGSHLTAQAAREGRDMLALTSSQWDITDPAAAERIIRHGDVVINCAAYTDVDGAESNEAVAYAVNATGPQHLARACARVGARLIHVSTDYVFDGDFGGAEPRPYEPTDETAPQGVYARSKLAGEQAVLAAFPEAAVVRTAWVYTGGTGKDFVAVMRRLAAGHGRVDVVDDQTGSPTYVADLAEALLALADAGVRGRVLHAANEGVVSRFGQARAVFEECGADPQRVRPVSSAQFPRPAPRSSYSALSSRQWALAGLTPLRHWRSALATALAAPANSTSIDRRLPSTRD
# Target sequence (P9WH11 whole entry, looked up): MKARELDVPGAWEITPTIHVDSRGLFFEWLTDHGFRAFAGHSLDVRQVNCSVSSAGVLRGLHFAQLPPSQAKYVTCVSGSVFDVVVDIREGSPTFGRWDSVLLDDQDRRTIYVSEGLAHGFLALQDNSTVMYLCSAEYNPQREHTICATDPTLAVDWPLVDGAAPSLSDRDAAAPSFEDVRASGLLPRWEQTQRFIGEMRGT
# M. tuberculosis GlmU = inhibition of mycobacterial GlmU enzyme – biochemical, glucosamine-1-phosphate acetyltransferase (AID 1376). M. tuberculosis GlmU acetyltransferase enzyme assay; higher % means a stronger effect. inhibition, %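 (tested at 30 µM in the primary screen)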; hits with a dose series show IC50 in µM. 0.25% of 220,000 active; in the data active means inhibition above about 13%; inconclusive means no clear call, values can overlap the other calls;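 further: 0% = complete reaction with vehicle and 100% = reaction without substrate; strong numbers were not always called active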
# Active calls of the source: *; u = inconclusive; x = no result given.
# Every second line gives: RmlCD inh 1536, M. tuberculosis GlmU
> O=C(c1ccccc1)c1nn(-c2ccc(Cl)cc2)c(=O)cc1C(F)(F)F
 : 13, -5.5%
> N=C1C(c2nc3ccccc3[nH]2)=C(O)CN1NC(=O)COc1cccc(F)c1
 : x, 2.7%
> C=CCn1c(-c2ccccc2OCC)n[nH]c1=S
 : 1, -2.8%
> CC1(c2nnc(-c3ccccc3)o2)CC(c2ccc([N+](=O)[O-])cc2)=NO1 (stereo unspecified)
 : x, -1.8%
> COc1ccc(OCC(=O)NC(=S)Nc2ccc(S(=O)(=O)Nc3cc(OC)nc(OC)n3)cc2)cc1
 : -22, -1.2%
> CCN(CC)C(=S)SCC(=O)c1ccccc1
 : x, 2.2%
> O=C(NC(=S)NCC1CCCO1)c1ccc(Cl)cc1Cl (stereo unspecified)
 : x, 1.2%
> COc1cccc(C2NC(=S)NC3=C2CCc2ccccc23)c1 (stereo unspecified)
 : 2, -1.1%
> CCOC(=O)C1(Cc2cccc(OC)c2)CCN(Cc2cccn2-c2nccs2)CC1
 : 2, -0.9%
> CCOc1ccccc1N1CCN(C(=O)/C=C/c2cccc([N+](=O)[O-])c2)CC1
 : -6, -0.7%
> Cc1ccc(N2C(=O)c3ccccc3NC2C(C)Cc2ccc3c(c2)OCO3)cc1 (stereo unspecified)
 : x, -4.1%
> O=C(NC1CCN(Cc2ccccc2)CC1)C1CCCN(S(=O)(=O)c2cccc3nonc23)C1 (stereo unspecified)
 : -5, 0.5%
> CCOC(=O)c1cccc(NC(=O)CN(c2ccc(C)cc2)S(=O)(=O)c2c(C)n[nH]c2C)c1
 : x, -0.2%
> O=C(CSc1cn(Cc2ccccc2)c2ccccc12)N1CCOCC1
 : 7, -0.7%
> COc1ccccc1-c1noc(CCC(=O)Nc2cccc(C)c2)n1
 : 14, 5.9%
> COC(=O)c1c(NC(NC(=O)c2ccccc2)(C(F)(F)F)C(F)(F)F)sc2c1CCN(C)C2
 : x, -0.6%
> CC(=O)Nc1coc2ccc(Br)cc12
 : -6, -3.8%
> OC1CCCN(Cc2nc(Cc3ccccc3Cl)no2)C1 (stereo unspecified)
 : 9, 7.2%
> CC(=O)C(Sc1nn(C)c(=S)s1)C(=O)Nc1ccccc1 (stereo unspecified)
 : 6, 7.7%
> CN1CCN(c2ccc(Cl)cc2NC(=O)/C=C/c2ccc(F)cc2)CC1
 : -16, -6.5%
> COc1ccc(-n2c(Cc3cccn3C)nnc2SCC(=O)Nc2ccccc2F)cc1
 : x, 5.0%
> C#CCOCCOCCOCCNc1nc(N2CCOCC2)nc(N2CCN(C(=O)[C@H](Cc3cc4ccccc4[nH]3)n3cc([C@@H](N)Cc4ccc(O)cc4)nn3)CC2)n1
 : x, -6.7%
> COC(=O)C1=C(c2cccc(OC)c2OC)C[C@@H]2CC[C@H]1N2C(=O)NCc1ccccc1
 : x, 0.5%
> O=C(NCc1ccccc1Cl)c1ccccc1Oc1ccccc1
 : -4, -2.4%
> c1ccc(CNCC2COc3ccccc3O2)cc1 (stereo unspecified)
 : x, 7.2%
> CCC(C)NC(=S)NNC(=O)c1ccncc1 (stereo unspecified)
 : 2, -1.8%
> Cc1cc(NC(=O)c2ccc3c(c2)OCCO3)no1
 : x, 2.7%
> CCn1c(N2CCN(C(=O)NC3CCCCC3)CC2)nc2ccccc21
 : x, -1.6%
> CS(=O)(=O)N1CCC(C(=O)Nc2cccc([N+](=O)[O-])c2)CC1
 : x, -2.0%
> O=C1NC(c2ccc(Cl)cc2)Nc2ccccc21 (stereo unspecified)
 : 0, -2.3%
> Cc1sc2c(c1C)C(=O)NC(c1ccccc1F)N2 (stereo unspecified)
 : 1, 11%
> C=C(C)c1cccc(C(C)(C)NC(=O)N2CCN(c3ccccc3OC)CC2)c1
 : -65, 5.0%
> Cn1c(=O)[nH]c(=O)c2c1nc(Br)n2CCCO
 : x, 6.0%
> COc1ccc(NC(=S)N2CCC(N(C)CCN3CCOCC3)CC2)cc1
 : -14, -0.1%
> COc1ccccc1/C=C/C(=O)OCc1nc2ccccc2c(=O)[nH]1
 : 1, 2.0%
> O=C(CSc1ncccn1)NC(=O)Nc1ccc2c(c1)OCCO2
 : 11, 3.6%
> Cc1ccc(C)c(NC(=O)CSc2nnc(CSc3nc(C)cc(C)n3)n2Cc2ccco2)c1
 : 9, -2.3%
> CC(=O)Nc1c(O)nc(SCC(=O)Nc2cccc(C)c2)[nH]c1=O
 : 5, 5.5%
> COc1ccc(CC(=O)NC(C)c2nnc(SCCC(=O)Nc3ccccc3)n2C)cc1 (stereo unspecified)
 : 15, -5.5%
> CCOC(=O)c1sc(N)c(C#N)c1CSc1nnc(C2CCCCC2)n1N
 : x, 0.4%
> CCn1c(=O)c(C(=O)NCc2ccc(OC)cc2)c(O)c2ccccc21
 : x, -1.8%
> O=C(O)COc1ccccc1/C=N/NC(=O)CNC(=O)c1ccc(F)cc1
 : -7, -4.6%
> CCOC(=O)N1CCN(c2c(N3CCC(N4CCCCC4)CC3)c(=O)c2=O)CC1
 : -8, 5.8%
> Cc1cc(OCCCCCNCCO)ccc1Cl
 : x, -6.5%
> CCOC(=O)N1CCN(C(=O)CSCc2ccccc2C)CC1
 : 8, -1.3%
> Cc1ccccc1NC1=C/C(=N\S(=O)(=O)c2cccs2)c2ccccc2C1=O
 : x, 1.6%
> CC1(C)CC(=O)C2=C(C1)N(c1ccc(F)cc1)C(=O)CC2c1cccnc1 (stereo unspecified)
 : 8, 0.0%
> CC(=O)N/C(N)=N/c1nc2cc([N+](=O)[O-])ccc2o1
 : 3, 2.6%
> O=C1C=C(c2cccc3c2oc2ccccc23)CCC1
 : x, -4.5%
> Cc1sc2nc(CN(C(=O)c3cccs3)C3CCCC3)[nH]c(=O)c2c1C
 : x, 1.7%

# Continuation:
# Every second line gives: RmlCD inh 1536, M. tuberculosis GlmU
> CCc1ccc(NCCC(=O)c2ccc(Br)cc2)cc1
 : 2, -4.9%
> CSc1nc2cc(C)nn2c(-c2ccccc2Cl)c1C#N
 : 91, 1.1%
> CN(C)c1cccc(C(=O)OCC(=O)Nc2ccccc2Cl)c1
 : -11, 1.2%
> CCN1CC(CN(C)Cc2cn(-c3cccc(C)c3)nc2-c2cccc(F)c2)CC1=O (stereo unspecified)
 : x, 2.0%
> Cc1ccc(-c2nnn(CC(=O)N3c4ccccc4CCc4ccccc43)n2)cc1
 : x, 1.9%
> Cc1cccc(-n2c(C)cc(/C=N/NC(=O)c3ccc(CN4CCOCC4)cc3)c2C)c1
 : 6, -3.9%
> Cc1nn(Cc2ccccc2)c(C)c1C(=O)OCC(=O)NC1CCS(=O)(=O)C1 (stereo unspecified)
 : -12, -2.0%
> Clc1ccc(-c2cn3cc(Br)ccc3n2)cc1Cl
 : 27, 0.4%
> CCCCC(=O)NC(=S)Nc1cccc(Cl)c1N1CCCCC1
 : x, 3.5%
> c1ccc2c(N3CCCCC3)nc(N3CCCCC3)nc2c1
 : 73, x
> Cc1nn(Cc2ccccc2)c(Cl)c1C(=O)OCc1nnc(-c2ccc(Cl)cc2)o1
 : 11, 5.9%
> O=C(CSc1nc2c(cnn2-c2ccc(F)cc2)c(=O)[nH]1)N1CCCCCC1
 : -8, 1.6%
> Cc1ccc(C(=O)N/C(=C\Cl)P(=O)(c2ccccc2)c2ccccc2)cc1
 : x, 2.1%
> Nc1nnc(SCn2nnc3ccccc3c2=O)s1
 : -8, 1.9%
> Cc1nn(-c2ccccc2)c2c1C1(C(=O)N(C)c3ccccc31)C(C#N)=C(N)O2 (stereo unspecified)
 : 12, -1.2%
> CSc1cccc(NC(=O)COc2ccccc2)c1
 : 12, -4.4%
> O=C(NCCCN1CCOCC1)c1onc(CSc2ccccn2)c1C(=O)NCCCN1CCOCC1
 : x, 1.0%
> CCc1nc2ccccc2n1CC(=O)N(C(C)CC)C1CCS(=O)(=O)C1 (stereo unspecified)
 : -4, 2.1%
> COc1ccc2c(Cl)c(C(=O)N/N=C/c3ccc4c(c3)OCO4)sc2c1
 : x, 6.3%
> COc1ccc(NC(=O)CNC(=O)c2c(C)nn(C)c2Cl)cc1
 : 11, 5.0%

# Compound profiles, from the list above. Screens in order: RmlCD inh 1536, M. tuberculosis GlmU
# `Cc1nn(-c2ccccc2)c2c1C1(C(=O)N(C)c3ccccc31)C(C#N)=C(N)O2` (stereo unspecified) is listed as 12, -1.2%
# `Cc1nn(Cc2ccccc2)c(Cl)c1C(=O)OCc1nnc(-c2ccc(Cl)cc2)o1` is listed as 11, 5.9%

# The list goes on:
# Every second line gives: RmlCD inh 1536, M. tuberculosis GlmU
> O=C1NN=C(c2ccc(Cl)cc2)CC1c1cccc(Br)c1 (stereo unspecified)
 : x, -0.3%
> Cc1ccccc1OCCC(=O)OCC(=O)NC(C)c1ccccc1 (stereo unspecified)
 : x, -2.7%
> CCSc1nnc(NC(=O)C(C(F)(F)F)C(F)(F)F)s1
 : x, 0.5%
> Cc1cccc(NC(=O)CSc2nc3ccccc3o2)c1
 : -4, 1.6%
> COc1ccccc1NC(=O)c1cc(Sc2nncn2C)nc2ccccc12
 : -8, -2.8%
> Cc1[nH]c2ccccc2c1C(=O)C(=O)NCC1CCCO1 (stereo unspecified)
 : x, -1.3%
> CCOC(=O)c1ccc(-c2ccc(/C=N/NC(=O)Cc3nnc(N)s3)o2)cc1
 : 2, -5.9%
> COc1ccc(-c2nc3ccccc3c(C(=O)Nc3ccc(S(=O)(=O)Nc4cc(C)on4)cc3)c2C)cc1
 : u, -0.3%
> COc1ccc(Br)cc1C1Nc2ccccc2C(=O)N1NC(=O)c1ccncc1 (stereo unspecified)
 : -4, -0.3%
> O=C1CCCc2ccccc2N1Cc1cccc(F)c1
 : -12, 9.2%
> Cc1occc1C(=O)N/N=C/C=C/c1ccccc1[N+](=O)[O-]
 : -11, 0.5%
> CCOC(=O)C1(Cc2ccccc2C(F)(F)F)CCN(C(=O)c2cc(C)n(C)n2)CC1
 : 9, -3.6%
> O=CN1CCN(C(C(=O)NC2CCCC2)c2ccc(Cl)cc2)CC1 (stereo unspecified)
 : -6, -1.7%
> CC1CCCCN1C(=O)CSc1nc(-c2ccccc2)cn1N (stereo unspecified)
 : 5, 1.7%
> COc1ccc(OCC(O)CON2C(=O)c3ccccc3C2=O)cc1 (stereo unspecified)
 : x, 6.1%
> CC1=NN(c2ccccc2)C(=O)/C1=C\c1cc(C)n(-c2ccccc2)c1C
 : 8, 0.3%
> S=c1nc[nH]c2c1ncn2C1CCCC1
 : 2, 7.2%
> CCC(Sc1nc2n[nH]c(C)c2c(=N)n1-c1cccc(Cl)c1C)C(=O)N(CC)CC (stereo unspecified)
 : 1, 2.0%
> CC1=CC(C)(C)N2C(=O)C3(C(C#N)=C(N)OC4=C3C(=O)CCC4)c3c(C)c(C)cc1c32 (stereo unspecified)
 : x, 0.7%
> CC(C)CCn1c(COc2ccccc2)n[nH]c1=S
 : x, -1.4%
> COc1ccc(C(C)=O)cc1CSc1nnc(Nc2ccccc2)s1
 : 2, 0.3%
> Cc1cnc(C(=O)NCCc2ccc(S(=O)(=O)NC(=O)NC3CCCCC3)cc2)cn1
 : x, -0.3%
> COc1cccc(-c2nnc(N(C)C(=O)c3ccno3)s2)c1
 : -10, 2.3%
> COc1ccc(C(=O)Nc2ccccc2C(=O)NC(Cc2ccc(O)cc2)C(=O)NNC(=O)c2ccncc2)cc1 (stereo unspecified)
 : x, 2.7%
> CC(/C=C/c1ccccc1)=N\NC(=O)C1CC1(C)c1ccccc1 (stereo unspecified)
 : x, 5.7%
> CCCCCn1c(=O)c(C(=O)Nc2nc3ccccc3[nH]2)c(O)c2ccccc21
 : -14, 7.1%
> O=C(NCc1ccco1)C1CCCN(S(=O)(=O)Cc2ccccc2)C1 (stereo unspecified)
 : x, 4.2%
> S=C(CN1CCCC1=S)NCCc1ccccc1
 : x, -3.6%
> O=C(Nc1cccc2ccccc12)c1cnsn1
 : 2, -4.8%
> CCN(C)Cc1c(C(=O)N2CCc3ccccc3C2)nc2ccc(Cl)cn12
 : -17, 2.5%
> Cn1cc(Br)c(C(=O)Nc2c(F)c(F)c(F)c(F)c2F)n1
 : 5, 0.1%
> Cc1cc(C)c(OCC(=O)N/N=C/c2ccco2)c(C)c1
 : x, 1.6%
> Cc1nn(C)c(C)c1NC(=O)c1ccccc1NC(=O)Nc1ccccc1
 : 4, 1.7%
> CC(=O)N1CCN=C1SCc1ccccc1F
 : 4, -5.5%
> Cc1cc(C)c(OCC(=O)Nc2cc(C(=O)O)cc(C(=O)O)c2)cc1C
 : -10, -5.7%
> CC(=O)/C=C/c1ccc2ccccc2n1
 : 11, -4.0%
> CCOC(=O)c1c(N)c(C#N)nn1-c1ccccc1C(=O)OC
 : x, 3.3%
> Cc1cccc(CC2CC(=O)N(c3nc4ccccc4s3)C2=O)c1 (stereo unspecified)
 : 9, 2.9%
> O=C(CCC(=O)N(c1cccc(F)c1)C(C(=O)NC1CCCC1)c1ccncc1)Nc1cccnc1 (stereo unspecified)
 : 7, 3.1%
> Cn1c(=O)c2c(nc(NCC3CCCO3)n2C)n(C)c1=O (stereo unspecified)
 : 7, -2.1%

# Part of the list above in order of SMILES length, largest number first.
# Every second line gives: RmlCD inh 1536, M. tuberculosis GlmU
> Cc1cc(C)c(OCC(=O)Nc2cc(C(=O)O)cc(C(=O)O)c2)cc1C
 : -10, -5.7%
> CCOC(=O)c1c(N)c(C#N)nn1-c1ccccc1C(=O)OC
 : x, 3.3%
> Cc1cc(C)c(OCC(=O)N/N=C/c2ccco2)c(C)c1
 : x, 1.6%

# More structures:
# Every second line gives: RmlCD inh 1536, M. tuberculosis GlmU
> COc1ccc(-n2c(SC3CCOC3=O)nc3ccccc3c2=O)cc1OC (stereo unspecified)
 : x, 1.6%
> CSc1ccccc1NC(=O)Cn1nnc(-c2ccc(S(C)(=O)=O)cc2)n1
 : -3, -8.5%
> Cc1nnc(SCc2ccccn2)n(N)c1=O
 : -4, -4.2%
> Cc1cc(=O)n(C)c(=O)n1CCCCCCN1CCCC1
 : x, -3.5%

# This is a subset; rates above refer to the full screens.
